Screening results as filed in PubChem BioAssay.
S100A4 inh HTS: inhibitors of human S100A4 binding to myosin IIA peptide; P26447; S100A4/TAMRA-MyoIIA peptide fluorescence polarization; inhibition, % at 10.7 µM; 360,000 compounds, 0.14% hits;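 active = mean inhibition of at least 70% across replicates, with every replicate also reaching that level; inconclusive = mean inhibition reaches 70% but some replicates fall short; inactive = mean inhibition below 70%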
Target sequence (P26447 whole entry, looked up): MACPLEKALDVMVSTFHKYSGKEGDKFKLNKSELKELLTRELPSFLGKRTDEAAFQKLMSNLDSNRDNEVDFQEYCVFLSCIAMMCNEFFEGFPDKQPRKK
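incubation = readout 5 min after mixing, signal stable up to 60 min | system = S100A4 monomer protein | buffer or medium = HEPES pH 7.2 with CaCl2, KCl, NaCl, DTT, Triton | benchmarks = neutral control DMSO, positive control TFP | also added = fluorescent myosin IIA peptide, 5 nM | compound dosing = one concentration per compound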
ERAP1 inh: inhibitors of human ERAP1 aminopeptidase | recombinant ERAP1, Leu-AMC fluorescence, 60 min | inhibition, % at 10.7 µM | 340,000 compounds, 0.15% hits;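 active = mean replicate inhibition of at least 30%, or all replicates individually reaching that 30% level; inactive = mean below 30% and not every replicate reaching it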;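 note: 0% = neutral control wells and 100% = L-leucinethiol positive control wells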
Target sequence (Q9NZ08 whole entry, looked up): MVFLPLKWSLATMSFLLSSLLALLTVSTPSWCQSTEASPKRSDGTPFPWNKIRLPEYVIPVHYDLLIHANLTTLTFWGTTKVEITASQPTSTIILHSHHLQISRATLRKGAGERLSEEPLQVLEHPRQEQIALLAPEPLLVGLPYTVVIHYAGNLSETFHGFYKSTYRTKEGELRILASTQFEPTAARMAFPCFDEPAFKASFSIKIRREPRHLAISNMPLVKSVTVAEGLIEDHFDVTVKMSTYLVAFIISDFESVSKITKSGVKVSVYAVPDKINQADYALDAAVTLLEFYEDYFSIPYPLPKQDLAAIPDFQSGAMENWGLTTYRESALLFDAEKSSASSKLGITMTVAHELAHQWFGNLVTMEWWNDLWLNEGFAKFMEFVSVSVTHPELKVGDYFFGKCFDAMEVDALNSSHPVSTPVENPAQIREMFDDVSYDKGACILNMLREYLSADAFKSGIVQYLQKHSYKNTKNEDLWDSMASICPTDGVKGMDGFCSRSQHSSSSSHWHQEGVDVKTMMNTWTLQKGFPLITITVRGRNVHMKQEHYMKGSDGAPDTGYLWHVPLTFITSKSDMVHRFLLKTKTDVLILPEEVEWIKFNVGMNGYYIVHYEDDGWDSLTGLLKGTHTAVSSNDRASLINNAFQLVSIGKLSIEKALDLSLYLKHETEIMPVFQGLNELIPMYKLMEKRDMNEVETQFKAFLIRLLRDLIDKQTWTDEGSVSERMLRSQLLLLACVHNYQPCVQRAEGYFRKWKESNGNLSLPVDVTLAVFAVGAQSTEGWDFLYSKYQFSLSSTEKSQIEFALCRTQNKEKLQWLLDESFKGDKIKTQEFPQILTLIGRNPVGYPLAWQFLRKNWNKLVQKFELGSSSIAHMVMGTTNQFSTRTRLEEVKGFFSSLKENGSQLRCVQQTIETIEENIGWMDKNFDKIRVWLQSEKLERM
FN deposition inh: fibronectin deposition inhibition; 350,000 compounds, 0.086% hits; inhibition, % at 12.6 µM; AH1F fibroblasts, Alexa488-fibronectin deposition fluorescence, overnight;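 active = mean inhibition across replicates of 30% or more, regardless of how many single replicates reach that level; inconclusive = mean under 30% yet at least half of replicates reach 30%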;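 note: positive control wells lacked labelled fibronectin entirely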
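Assay system: AH1F fibroblast monolayer, labelled fibronectin deposition. Amount: 10000 cells per well. Also added: labelled fibronectin 24 nM. Compound: single-point pinned compound. Incubation: cell attachment 1 h, compound and FN exposure overnight. Detection: fluorescence after three HBSS washes, excitation 485 nm, emission 525 nm. Read-out: inhibition of fibronectin deposition signal.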
PGC1a acetyl inh: modulators of PGC1a acetylation; U2OS PGC1a acetylation, AlphaScreen anti-acetyl-lysine; with virally co-expressed GCN5 acetyltransferase; inhibition, % at 15.6 µM; 350,000 compounds, 0.17% hits;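 active = every replicate shows inhibition of at least 40%; inconclusive = mean inhibition at least 40% but some replicate below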;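 note: 0% = neutral control wells and 100% = positive control wells; some results beyond the cut were filed as inactive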
PAX8 reporter: lowers PAX8-driven luciferase in RMG-I cells; RMG-I TPO-luciferase reporter, SteadyGlo, 24 h; inhibition, % at 12.6 µM; 360,000 compounds, 1.2% hits; AID 652154;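 active = mean replicate inhibition at least 60% with every replicate also reaching 60%; inconclusive = only one of the two criteria is met; inactive = mean below 60% and not all replicates reaching 60%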;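 note: luciferase light reporting Pax8 driven TPO promoter activity; plate controls were median of neutral control wells for no effect and mitoxantrone controls for full effect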
EWS-Fli block: inhibitors of EWS/Fli oncoprotein transcriptional activity. 350,000 compounds, 0.67% hits. inhibition, % at 12.6 µM. A673 NR0B1-luciferase reporter, viability-normalised. AID 651661;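 active = mean inhibition of at least 50% after viability correction, with every replicate also passing that limit; inconclusive = mean reaches 50% but only one of two replicates passes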;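 note: firefly luciferase signal divided by Alamar Blue viability fluorescence both relative to DMSO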
PglD DTNB: blocks C. jejuni PglD acetyltransferase activity | 360,000 compounds, 0.098% hits | purified PglD enzyme, DTNB colorimetric CoA detection | inhibition, % at 12.5 µM; in the data active = inhibition above about 16%, passing the limit was not always enough; inconclusive = no clear call, values can overlap the other calls; note: strong numbers were not always called active
LGR2 antag: inhibitors of bursicon-induced Drosophila LGR2 receptor cAMP signaling; HEK293 LGR2, CRE-luciferase, bursicon-stimulated, 4 h; inhibition, % at 9.99 µM; 380,000 compounds, 0.35% hits;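 active = drop in luminescence signal, shown as inhibition above about 50% in the replicate tests, limit read from the data, passing the limit was not always enough; inconclusive = probably only some replicates passing the limit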;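 note: agonist challenge used bursicon conditioned medium at about half maximal strength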
Numbers without * were called inactive; ? = inconclusive; . = not tested or not shown. Outcome played no part in choosing rows; about 2.1% have a hit in one of these screens.

Value order: FN deposition inh	PGC1a acetyl inh	ERAP1 inh	S100A4 inh HTS	LGR2 antag	PglD DTNB	PAX8 reporter	EWS-Fli block
1: O=C(CNCC(=O)Nc1ccc(F)c(F)c1F)Nc1ccc(F)c(F)c1F
    2	10	1	-5	-18	-1	9	-6
2: O=C(N/N=C/c1cccc(Cl)c1)C(c1ccncc1)N1CCOCC1 (centres undefined)
    -1	2	-1	4	19	4	10	6
3: CCCCc1ccc(NC(=S)NCCCN2CCOCC2)cc1
    .	6	3	10	10	.	-15	-2
4: Brc1ccc2c(c1)C(C1=NCCN1)c1ccccc1CS2 (centres undefined)
    -7	1	-7	-1	2	-2	11	58*
5: COc1ccc(NC(=O)N(C)C[C@@H]2Oc3ccc(NS(C)(=O)=O)cc3C(=O)N([C@@H](C)CO)C[C@@H]2C)cc1
    5	4	-4	8	-17	-2	.	3
6: C[C@@H]1CN([C@@H](C)CO)S(=O)(=O)c2ccc(C3=CCCC3)cc2O[C@H]1CN(C)CC1CC1
    .	-14	2	0	-2	3	.	9
7: COc1ccc(C)cc1N(CC(=O)Nc1cccc(N(C)S(C)(=O)=O)c1)S(C)(=O)=O
    32*	-2	1	-2	3	3	.	.
8: CCOc1cc(CNCCN2CCOCC2)ccc1OCc1ccccc1Cl
    4	-7	0	-3	-14	4	17	-1
9: C=CCSc1nc2sc3c(c2c(=O)n1CC=C)CCc1ccccc1-3
    -4	8	.	.	17	2	41	.
10: C[C@H](CO)N1C[C@H](C)[C@H](CN(C)CC2CC2)Oc2ccc(NC(=O)Nc3cccc4ccccc34)cc2CC1=O
    4	-25	-3	4	-16	.	-2	-7
11: Cc1ccc(NS(=O)(=O)c2ccc3c(c2)NC(=O)CCS3)cc1C
    2	-9	1	-3	4	8	34	.
12: CC(=O)NC(Cc1ccc(C)cc1)C(=O)NC1CCN(C(=O)c2ccc([N+](=O)[O-])cc2)CC1 (centres undefined)
    2	7	-2	5	16	-15	4	4
13: CC(C)CN(C[C@H]1N[C@H](CO)[C@@H]1c1ccccc1)C(=O)CN(C)C
    -11	-7	-5	8	7	4	-8	3
14: CO[C@@H]1CN(C)C(=O)c2ccc(NC(=O)c3ccc(F)cc3)cc2OC[C@H](C)NC[C@H]1C
    0	-7	-2	-13	15	-1	1	-9
15: C[C@@H]1CN([C@H](C)CO)S(=O)(=O)c2ccc(C3=CCCCC3)cc2O[C@H]1CN(C)C(=O)Nc1ccc2c(c1)OCO2
    .	-7	1	-16	3	0	0	7
16: CCCn1c(N)c(N(CCOC)C(=O)COC(=O)c2ccccc2NCCO)c(=O)[nH]c1=O
    .	.	4	-7	6	0	-30	-12
17: COCCNC(=S)N1CCN(C)CC1
    0	23	2	0	7	-6	8	2
18: Fc1ccc(CN2CCSCC2)cc1F
    -9	0	0	-15	3	-6	3	0
19: O=C(O)COc1ccccc1/C=N/NC(=O)c1ccc2c(c1)OCCO2
    9	-1	2	1	18	-4	-11	-24
20: Cc1noc(C)c1NC(=O)Nc1ccc2c(c1)CC(=O)N([C@H](C)CO)C[C@@H](C)[C@@H](CN(C)S(=O)(=O)c1ccc(Cl)cc1)O2
    .	-8	0	-3	5	2	13	0
21: C/C=C/c1ccc([C@H]2[C@H](CO)N(C(=O)CC)[C@H]2CN(C)S(C)(=O)=O)cc1
    -12	10	.	.	0	3	4	-1
22: CCOC(=O)C1(Cc2ccccc2)CCN(Cc2ccon2)CC1
    9	5	1	-2	-31	.	29	4
23: O=C(NCc1ccccn1)Nc1cccc(NC(=O)NCc2ccccn2)c1
    1	-10	.	.	.	8	-105	.
24: CCOC(=O)c1[nH]c2ccccc2c1N=C(C)N(CC)CC
    2	-15	.	.	.	0	8	.
25: Cc1cccc2c1-c1sc(C(=O)NCCCN3CCc4ccccc4C3)cc1CO2
    -6	-5	-3	-4	1	-1	19	6
26: c1ccc(CNCCCNCCCCNCCCNCc2ccccc2)cc1
    16	-36	5	-11	-13	.	86*	5
27: C[C@@H]1CCCCO[C@H](CN(C)S(=O)(=O)c2cccs2)[C@H](C)CN([C@@H](C)CO)C(=O)c2cc(NC(=O)Nc3ccc4c(c3)OCO4)ccc2O1
    .	-15	4	4	6	0	8	13
28: O=C(O)[C@H](Cc1ccccc1)N1C(=O)c2c(Cl)c(Cl)c(Cl)c(Cl)c2C1=O
    -12	.	1	3	18	1	-7	19
29: Cc1cccc(C)c1-n1nnnc1C1(C)CCC(=O)N1CC1CCCCC1 (centres undefined)
    7	.	10	5	-4	.	-4	1
30: CCCNC(=O)[C@H]1[C@H](CO)[C@H]2Cn3c(ccc(-c4ccncc4)c3=O)[C@@H]1N2CC1CC1
    .	2	.	.	-2	-1	-4	-1
31: CC1CN(CCOc2ccccc2[N+](=O)[O-])CC(C)O1 (centres undefined)
    4	11	-3	10	5	-1	-1	1
32: CCOC(=O)C1=C(COC(=O)/C=C/c2ccc(OC)cc2)NC(=O)NC1C (centres undefined)
    6	-15	-3	2	-22	-1	-35	1
33: COC(=O)C1=C(C)Nc2[nH]c(=S)[nH]c(=O)c2C1c1ccc(OC)cc1 (centres undefined)
    4	-7	-1	-12	5	5	-15	-5
34: CC(C)NC(=O)N[C@H]1C=C[C@H](CC(=O)O)O[C@H]1CO
    13	6	2	-1	-3	1	-12	0
35: CC1(C)Cc2nc3sc(C(=O)NCCCO)c(N)c3cc2CS1
    9	.	9	8	20	.	-55	-25
36: Cc1ncc2c(n1)-c1cc(F)ccc1SC2
    -3	3	-3	-3	8	-2	-5	-6
37: CN1C(=O)c2cc(NC(=O)c3cccc(F)c3)ccc2OC[C@H]2O[C@H](CC(=O)N3CCc4ccccc4C3)CC[C@@H]21
    30	-12	1	-5	-3	-4	21	14
38: Cc1cccc(CC2CC(=O)N(C3CCCCC3)C2=O)c1 (centres undefined)
    .	?	-3	-4	-6	.	.	2
39: C[C@@H]1CN([C@@H](C)CO)C(=O)c2cc(C#CC3CC3)cnc2O[C@H]1CN(C)Cc1ccccn1
    6	-2	0	5	9	3	.	4
40: CC(C)C(=O)Nc1c(C(=O)c2ccc(F)cc2)oc2ccccc12
    2	3	6	16	0	4	-18	8

A second format for part of the listing above:
(38) Cc1cccc(CC2CC(=O)N(C3CCCCC3)C2=O)c1 (centres undefined)
  FN deposition inh: .
  PGC1a acetyl inh: ?
  ERAP1 inh: -3
  S100A4 inh HTS: -4
  LGR2 antag: -6
  PglD DTNB: .
  PAX8 reporter: .
  EWS-Fli block: 2

(39) C[C@@H]1CN([C@@H](C)CO)C(=O)c2cc(C#CC3CC3)cnc2O[C@H]1CN(C)Cc1ccccn1
  FN deposition inh: 6
  PGC1a acetyl inh: -2
  ERAP1 inh: 0
  S100A4 inh HTS: 5
  LGR2 antag: 9
  PglD DTNB: 3
  PAX8 reporter: .
  EWS-Fli block: 4

The results go on.
Value order: FN deposition inh	PGC1a acetyl inh	ERAP1 inh	S100A4 inh HTS	LGR2 antag	PglD DTNB	PAX8 reporter	EWS-Fli block
41: CN(c1nc2nonc2nc1NC1CC1)C1CCOC1 (centres undefined)
    4	.	3	0	-12	4	8	4
42: C(=N\Nc1nc(-c2ccccc2)cs1)/c1cccs1
    -12	-8	.	.	.	-3	-160	.
43: CN(C)S(=O)(=O)c1ccc(NC(=O)CSc2nnnn2C)cc1
    7	10	.	3	0	.	12	5
44: COc1ccc(CN(C)C[C@H]2Oc3ccc(NC(=O)Nc4cccc5ccccc45)cc3C(=O)N([C@H](C)CO)C[C@@H]2C)cc1
    .	2	0	49	-11	-4	-11	2
45: Cc1nc(-c2ccccn2)sc1C(=O)Nc1ccc(F)cc1
    -11	-47	.	.	.	0	-24	.
46: COc1ccc(NC(=O)N(C)C[C@H]2Oc3ccc(NS(C)(=O)=O)cc3C(=O)N([C@@H](C)CO)C[C@H]2C)cc1
    -4	-2	0	-28	4	0	.	-7
47: CCOc1cc(/C=N/NC(=O)c2ccc(CN3CCOCC3)cc2)ccc1OCc1ccccc1
    .	-5	.	.	42	4	0	.
48: C[C@H]1CN([C@@H](C)CO)C(=O)c2cc(C#CCN(C)C)cnc2O[C@@H]1CN(C)Cc1ccc2c(c1)OCO2
    -2	0	-4	4	5	-1	.	-4
49: C[C@@H]1CCCCO[C@@H](CN(C)C(=O)Nc2ccc3c(c2)OCO3)[C@H](C)CN([C@@H](C)CO)C(=O)c2cc(NC(=O)C3CCCCC3)ccc2O1
    .	4	3	9	0	0	.	4
50: COc1ccc(OC)c(NC(=O)c2csc(Cl)c2OC)c1
    5	.	0	-7	-12	.	7	-6
51: O=C(N/N=C/c1cccnc1)C1CC1(c1ccccc1)c1ccccc1 (centres undefined)
    -5	2	-1	-4	0	.	19	-1
52: Cc1cccc(C)c1NC(=O)C(NC(=O)c1ccccn1)c1ccccc1[N+](=O)[O-] (centres undefined)
    -6	-6	6	-4	-2	7	6	11
53: Cc1ccc(NC(=O)c2ccc(S(=O)(=O)Nc3c(C)n(C)n(-c4ccccc4)c3=O)cc2)nc1
    1	.	-5	-1	8	3	0	5
54: CC1CCN(S(=O)(=O)c2ccc(NC(=O)c3ccco3)cc2)CC1
    6	.	-3	-3	-3	.	-37	0
55: C[C@@H]1CCCCO[C@H](CN(C)C)[C@H](C)CN([C@H](C)CO)C(=O)c2cc(NC(=O)Cc3ccccc3)ccc2O1
    .	8	3	2	18	3	7	-9
56: CCC(=O)N1CC[C@@H]2[C@H]1c1cc(C#Cc3cccc(F)c3)ccc1N(C)[C@H]2CO
    -12	-1	0	-25	-11	-6	-10	4
57: COc1cccc(OCCn2cc(C=O)c3ccccc32)c1
    2	-21	3	6	6	5	-8	-7
58: O=C(NC1CCCCC1)c1ccc2c(c1)OCCO2
    -7	.	-3	0	-57	-5	-118	-71
59: Cc1ccc(CN2CCN(C3CCC3)CC2CCO)cc1 (centres undefined)
    0	.	1	-3	6	-1	20	7
60: O=C(NCc1ccco1)c1cc([N+](=O)[O-])ccc1N1CCOCC1
    -9	.	5	1	-1	.	-7	8
61: Cc1c2c(nc3ccccc13)OCC2
    0	13	-2	-1	.	-3	48	1
62: COc1cccc(OC)c1C(=O)Nc1sc2c(c1C(N)=O)CCN(Cc1ccccc1)C2
    9	-15	-1	-7	6	-2	27	-7
63: CN(C)CCCN1C(=O)C(O)=C(C(=O)c2cc3ccccc3o2)C1c1ccccn1 (centres undefined)
    -1	19	6	-1	-15	-2	-20	7
